CCHF vOTU inh = CCHFV vOTU protease inhibitors, primary screen, biochemical, Pep-AMC substrate, fluorescence. hit rate 0.55% among 370,000. AID 651958, 2012. inhibition, % at 11.5 µM; in the data active = inhibition above about 30%; also: 0% = vehicle wells with enzyme and 100% = no enzyme wells
BoNT F protease = BoNT/F light chain protease inhibitors, primary screen, biochemical, flow cytometry, MLPCN library; Botulinum neurotoxin type F light chain protease (Clostridium botulinum); Multiplex microsphere protease cleavage assay; inhibition, % at 10 µM; hit rate 0.22% among 360,000; in the data active = inhibition above about 35%, passing the limit was not always enough; inconclusive = no clear call, values can overlap the other calls; also: plate controls were buffer without enzyme for full effect and enzyme alone for no effect
BoNT-A LC inh2 = BoNT/A light chain protease inhibitors, primary screen, biochemical, flow cytometry, MLPCN library; AID 588499, 2011; multiplex microsphere protease substrate cleavage; Botulinum neurotoxin type A light chain protease (Clostridium botulinum A str. ATCC 3502); inhibition, % at 10 µM; hit rate 0.17% among 360,000; also: plate controls were buffer without enzyme for full effect and enzyme alone for no effect
FadD28 binding = inhibitors of FadD28 bisubstrate probe binding, primary screen, biochemical, fluorescence polarization, single point; hit rate 0.22% among 360,000; AID 588549, 2011; inhibition, % at 12.5 µM; in the data active = inhibition above about 8.5%, passing the limit was not always enough; inconclusive = no clear call, values can overlap the other calls
Yp Topo-I inh = Yersinia pestis topoisomerase I inhibitors, primary screen, biochemical, cleavage product accumulation, plate reader, single point; DNA topoisomerase I (Yersinia pestis CO92); Y. pestis Topo-I cleavage product accumulation; activity, % at 10 µM; hit rate 0.064% among 360,000; AID 504884, 2011; in the data active = activity above about 50%, passing the limit was not always enough; inconclusive = no clear call, values can overlap the other calls; also: inactives centre near 2
TcdB GH inh = TcdB glycohydrolase inhibitors, primary screen, biochemical, single point, plate reader; TcdB glycohydrolase enzymatic assay; hit rate 0.24% among 350,000; Toxin B (Clostridioides difficile), P18177; AID 652162, 2013; inhibition, % at 9.99 µM; in the data active = inhibition above about 10%
PfHsp40 rescue = rescue of yeast from PfHsp40 toxicity, primary screen, S. cerevisiae, ATP luminescence; growth rescue, % at 12.5 µM; S. cerevisiae expressing PfHsp40, growth rescue; hit rate 0.68% among 340,000; in the data active = growth rescue above about 28%, passing the limit was not always enough; inconclusive = no clear call, values can overlap the other calls;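 also: yeast W303a lacking pdr1 and pdr3 grown in galactose medium; growth measured after three days at 30 °C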
PrPC surface inh = inhibitors of human cell surface prion protein PrPC, primary screen, cell-based, TR-FRET; inhibition, % at 13.8 µM; hit rate 0.43% among 370,000; TR-FRET read-out; Major prion protein (Homo sapiens), P04156; in the data active = inhibition above about 24%; also: 0% = median of the test wells and 100% = reference compound wells
Anthrax LF inh2 = Bacillus anthracis LF protease inhibitors, primary screen, biochemical, multiplex microsphere, MLPCN library | multiplex microsphere protease cleavage assay | Lethal factor (Bacillus anthracis), P15917 | AID 588501, 2011 | inhibition, % at 10 µM | hit rate 0.12% among 360,000; also: plate controls were buffer without enzyme for full effect and enzyme alone for no effect
Target sequence (P15917 whole entry, looked up): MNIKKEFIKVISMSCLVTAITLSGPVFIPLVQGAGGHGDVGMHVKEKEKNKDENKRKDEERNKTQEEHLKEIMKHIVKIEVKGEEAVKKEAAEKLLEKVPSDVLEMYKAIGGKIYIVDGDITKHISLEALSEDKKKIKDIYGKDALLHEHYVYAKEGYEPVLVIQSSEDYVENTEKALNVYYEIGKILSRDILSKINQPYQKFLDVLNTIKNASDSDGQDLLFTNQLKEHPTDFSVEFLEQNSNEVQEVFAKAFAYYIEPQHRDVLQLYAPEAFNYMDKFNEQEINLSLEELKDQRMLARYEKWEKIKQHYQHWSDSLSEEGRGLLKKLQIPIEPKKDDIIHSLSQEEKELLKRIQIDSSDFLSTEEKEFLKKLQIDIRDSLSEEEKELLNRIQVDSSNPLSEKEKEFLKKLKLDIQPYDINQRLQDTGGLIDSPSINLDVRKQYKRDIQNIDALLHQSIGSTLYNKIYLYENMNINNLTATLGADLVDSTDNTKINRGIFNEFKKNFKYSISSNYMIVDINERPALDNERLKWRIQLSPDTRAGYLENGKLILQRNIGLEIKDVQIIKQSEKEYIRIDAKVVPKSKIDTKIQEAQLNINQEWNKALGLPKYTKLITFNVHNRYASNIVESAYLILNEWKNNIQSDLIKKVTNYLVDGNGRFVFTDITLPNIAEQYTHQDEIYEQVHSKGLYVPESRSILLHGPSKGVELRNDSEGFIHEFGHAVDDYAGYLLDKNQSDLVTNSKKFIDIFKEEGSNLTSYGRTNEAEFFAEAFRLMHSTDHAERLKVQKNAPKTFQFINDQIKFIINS
* hit, by the source's call; ? = inconclusive; nt = no result given. Rule as the data show it, unless noted: active = inhibition above about 30%; inconclusive = no clear call, values can overlap the other calls; inactive = below that.

SMILES	CCHF vOTU inh	BoNT F protease	BoNT-A LC inh2	FadD28 binding	Yp Topo-I inh	TcdB GH inh	PfHsp40 rescue	PrPC surface inh	Anthrax LF inh2
COc1cccc(C(=O)COC(=O)c2ccc(NC(C)=O)cc2)c1	-5	-4	-0.4	0.1	1	nt	0.0	-2	0
O=C(CN1C(=O)NC(Cc2c[nH]c3ccccc23)C1=O)NCC(F)(F)F (stereo not drawn)	4	15	0.7	nt	0	1.8	0.9	-1	-6
COCCCNC(=O)CC1C[C@H](C(=O)N2CCOCC2)[C@@]2(C)c3[nH]c4ccc(OC)cc4c3CCN2C1=O (stereo partly drawn)	-5	0	-0.2	-2.8	-7	-4.3	-0.1	-3	6
O=c1cccc2n1CC1CC2CN(S(=O)(=O)c2ccccc2)C1 (stereo not drawn)	10	2	0.2	-4.8	6	-1.3	0.4	-2	1
Cc1nn(CC(=O)NC(C)C)c(C)c1[N+](=O)[O-]	1	13	0.1	-1.4	10	0.5	0.6	-6	-8
CC12CCC3C(CCCC4CC(=O)CCC43C)C1CCC2O (stereo not drawn)	-3	-2	-0.4	-4.4	19	0.7	-1.5	-3	-4
NC1CCCCC1N=Cc1c(O)n(Cc2ccc(F)cc2)c(=O)[nH]c1=O (stereo not drawn)	-3	-1	-0.6	-3.2	44	-0.1	1.8	2	-4
CN1CCc2c(sc3nc(SCC(=O)N4CCOCC4)nc(N)c23)C1	-26	7	0.2	-1.0	-4	nt	-0.9	-3	3
Cc1cc(C)n(CCC(=O)N=Nc2c(O)[nH]c3ccc(Br)cc23)n1	9	1	-0.7	0.1	25	0.8	-1.9	-8	2
Cc1ccnc(NC(=O)c2ccc(Cl)c(NC(=O)C(C)Oc3ccccc3)c2)c1 (stereo not drawn)	10	-1	0.7	-3.2	43	1.5	-1.1	-1	-5
Cc1ccc2nc(C)cc(OCC(=O)O)c2c1	-1	2	-0.1	-3.6	1	nt	0.4	-7	-2
COc1ccc(C(CNC(=O)c2cc(S(=O)(=O)N3CCN(c4ccccc4)CC3)ccc2Cl)N(C)C)cc1 (stereo not drawn)	9	-4	1.2	-0.9	-1	1.4	0.5	-2	5

The final 2 entries of the section before are carried over, then new ones follow.
SMILES	CCHF vOTU inh	BoNT F protease	BoNT-A LC inh2	FadD28 binding	Yp Topo-I inh	TcdB GH inh	PfHsp40 rescue	PrPC surface inh	Anthrax LF inh2
Cc1ccc2nc(C)cc(OCC(=O)O)c2c1	-1	2	-0.1	-3.6	1	nt	0.4	-7	-2
COc1ccc(C(CNC(=O)c2cc(S(=O)(=O)N3CCN(c4ccccc4)CC3)ccc2Cl)N(C)C)cc1 (stereo not drawn)	9	-4	1.2	-0.9	-1	1.4	0.5	-2	5
O=C1N/C(=N\N=C\c2ccc3ncccc3c2)SC1Cc1ccc(SC(F)F)cc1 (stereo not drawn)	0	4	?	-2.8	-1	nt	-0.1	-4	1
COc1ccc2[nH]c3c(c2c1)CCN1C(=O)C(CC(=O)NCCc2ccccn2)C[C@H](C(=O)N2CCOCC2)[C@@]31CCC1CCCC1 (stereo partly drawn)	1	-4	-0.1	-1.2	23	1.4	0.4	-5	10
O=C(NCc1ccco1)C1CCCCN1S(=O)(=O)c1ccc(F)cc1 (stereo not drawn)	2	12	2.0	-2.4	-1	nt	0.3	5	0
COc1cc(OC)c(-c2noc(C(=O)OC(C)(C)C)c2C(=O)OC(C)(C)C)c(OC)c1	15	1	-0.3	-0.9	20	nt	-0.6	-7	1
CC1=C(C(=O)Nc2cc(C(=O)N3CCN(c4ccc(Cl)cc4)CC3)ccc2C)SCCO1	-6	-3	0.3	2.3	32	0.3	nt	5	-3
CCn1ncc(Br)c1C(=O)Nc1sc2c(c1C(N)=O)CCC2	-1	3	0.8	-3.1	-4	nt	-0.2	1	-4
NS(=O)(=O)c1ccc(CCNC(=O)CN2CCN(c3ccc(F)cc3)CC2)cc1	-10	2	-0.2	-0.1	-6	nt	0.2	-3	2
O=C(Cc1ccccc1)Nc1cc(Cl)ccc1Sc1ccccc1	30*	-7	-0.3	-2.7	47	nt	0.9	7	-2
COc1ccccc1-n1c(-c2cn(C)nc2C)n[nH]c1=S	-7	1	-0.3	-2.6	0	nt	24	-5	1
CC(NS(=O)(=O)/C=C/c1ccccc1)C(=O)O (stereo not drawn)	32*	-2	-0.5	-0.3	-5	-4.7	-1.1	6	-4
CCN(C(=O)COC(=O)CCC(=O)c1ccc(Cl)cc1)c1c(N)n(Cc2ccccc2)c(=O)[nH]c1=O	3	-2	-0.5	-4.6	27	-0.4	1.5	-1	3
COCC(=O)N1CCC(Oc2ccc(C(=O)N3C[C@H]4CC[C@H]3C4)cc2)CC1	0	2	3.0	-2.8	-1	-0.4	0.5	6	3

Part of the list above, reduced to BoNT F protease, Yp Topo-I inh and TcdB GH inh:
Structure	BoNT F protease	Yp Topo-I inh	TcdB GH inh
COc1cc(OC)c(-c2noc(C(=O)OC(C)(C)C)c2C(=O)OC(C)(C)C)c(OC)c1	1	20	nt
CC1=C(C(=O)Nc2cc(C(=O)N3CCN(c4ccc(Cl)cc4)CC3)ccc2C)SCCO1	-3	32	0.3
CCn1ncc(Br)c1C(=O)Nc1sc2c(c1C(N)=O)CCC2	3	-4	nt
NS(=O)(=O)c1ccc(CCNC(=O)CN2CCN(c3ccc(F)cc3)CC2)cc1	2	-6	nt
O=C(Cc1ccccc1)Nc1cc(Cl)ccc1Sc1ccccc1	-7	47	nt
COc1ccccc1-n1c(-c2cn(C)nc2C)n[nH]c1=S	1	0	nt

Following part:
SMILES	CCHF vOTU inh	BoNT F protease	BoNT-A LC inh2	FadD28 binding	Yp Topo-I inh	TcdB GH inh	PfHsp40 rescue	PrPC surface inh	Anthrax LF inh2
C#CCOCCOCCOCCNc1nc(N2CCN(C(=O)[C@H]([C@@H](C)O)n3cc(CCCCN)nn3)CC2)nc(N2CCN(C(=O)[C@H](C)n3cc(CCC(=O)O)nn3)CC2)n1	-4	-7	-0.7	0.8	-4	nt	-1.2	-8	-1
CC(C)CC(NC(=O)c1ccc(C#CC(C)(C)O)s1)C(=O)O (stereo not drawn)	12	1	-0.2	0.2	5	0.8	-0.8	8	-4
O=c1ccn(C2CCCCC2)c(=O)[nH]1	-9	-2	0.3	0.0	2	0.9	nt	-3	2
Cc1cc(SCC(=O)c2ccccc2)n2nc(C)nc2n1	10	-3	-0.4	-1.1	1	-1.4	-0.7	6	-5
Cc1nc2cc(NC(=O)c3ccc([N+](=O)[O-])s3)ccc2s1	21	5	-0.1	-2.7	-5	1.1	-1.1	-3	-1
O=S(=O)(NCC1CCCO1)c1ccc(Br)s1 (stereo not drawn)	3	4	0.0	-0.8	2	nt	-0.5	-8	-1
CC1CCN(S(=O)(=O)c2cccc(C(=O)NCc3ccco3)c2)CC1	-8	-3	-1.1	-1.0	-7	nt	0.8	1	-3
COc1ccc(C2=CC(=O)CC(c3ccccc3)C2)cc1 (stereo not drawn)	-1	-6	-0.9	-4.2	1	1.7	-1.0	1	-4
CCOc1ccc(OCCNCc2ccc(OC(C)C(=O)N(C)C)c(OCC)c2)cc1 (stereo not drawn)	-6	-38	-1.4	-1.4	1	1.5	-0.2	-13	-7
Cc1ccc(OCC(O)Cn2nc(C)cc2C)cc1 (stereo not drawn)	12	-5	-0.8	-3.3	4	-0.9	-1.3	3	-7
Cc1ccc(N2C(=O)N(Cc3ccccc3C)c3ccccc3S2(=O)=O)cc1	8	0	-0.2	-3.1	1	nt	2.8	3	1
O=C(NNS(=O)(=O)c1ccc([N+](=O)[O-])cc1)c1ccncc1	4	-14	0.2	-0.2	6	-3.2	-0.2	-14	-16
CCCOc1ccc(Br)cc1CSC(=N)N	-12	-8	0.1	-2.9	-3	3.4	-2.7	6	-1
CCNc1ccc(S(=O)(=O)N(C)C)cc1NCC(=O)Nc1c(F)cccc1F	0	8	0.9	-1.6	-5	-0.4	-2.6	-1	-1
O=C(CN1CCN(c2ccc(F)cc2)CC1)Nc1ccc(S(=O)(=O)N2CCOCC2)cc1	25	-3	-1.6	-2.4	4	2.0	-0.8	-2	-3
COC(=O)CS(=O)(=O)c1ccsc1C(=O)Nc1ccc(F)c(F)c1	13	-3	-0.6	-1.6	-11	0.8	-0.8	-5	11
CCOC(=O)C1=C(c2ccccc2)NC(N)=NC1c1ccc(OCc2ccc(Cl)cc2)c(OC)c1 (stereo not drawn)	15	-10	0.3	-7.4	6	0.6	0.2	11	2
Cc1ccc(C(=O)C(C)OC(=O)CCN2C(=O)C3C4C=CC(C5CC45)C3C2=O)cc1 (stereo not drawn)	24	-6	-8.0	-0.7	15	1.5	1.6	3	1
Cc1csc(SCC(=O)N(C)CC(=O)Nc2ccc(F)cc2)n1	nt	-1	0.0	-3.7	4	nt	-0.8	nt	-3
CC(=O)Nc1cc(C(=O)N2CCCC2)ccc1S(=O)(=O)c1ccc(C)cc1	3	-2	-0.2	-3.7	-5	nt	1.1	2	-2
OCc1cc(C(O)CNCCCCCCOCCCCc2ccccc2)ccc1O (stereo not drawn)	-9	-19	-0.8	-5.0	7	1.0	-1.3	-21	-7
O=C(NCCCN1CCOCC1)c1sc2ccccc2c1Cl	1	1	-1.1	-1.2	-2	1.2	0.7	-1	0
CCn1c(C)cc(=S)c2ccccc21	24	-95	14	-1.4	-26	nt	-0.4	-2	-9
CC(C)C(C)NC(=O)COc1ccc([N+](=O)[O-])cc1Cl (stereo not drawn)	10	2	-0.3	-0.3	-8	0.2	0.1	-11	-1
Cn1c(N)c(S(=O)(=O)N2CCN(c3ccccc3Cl)CC2)c(=O)n(C)c1=O	-2	-3	1.6	?	0	0.5	-1.1	5	0
Cc1ccccc1NC(=O)C1C2CCCCC21 (stereo not drawn)	-5	-13	-1.3	-0.4	1	0.4	0.1	6	1
COc1cc(C2C(C#N)=C(N)Oc3n[nH]c(-c4ccccn4)c32)cc(OC)c1OC (stereo not drawn)	-1	-2	?	-0.8	-4	nt	2.6	-8	-2
CCOP(=O)(OCC)c1nc(-c2ccccc2Cl)oc1N1CCOCC1	-5	-2	-0.9	-3.5	-2	0.5	-0.8	6	0
CCOc1ccccc1N1CCN(CC(=O)N(C)CC(=O)Nc2ccccc2CC)CC1	-15	-6	0.4	1.0	3	0.4	nt	-3	2
CC(NCC(O)COCc1cccs1)C1CC2CCC1C2 (stereo not drawn)	-5	-6	0.2	-2.9	-1	nt	-1.4	3	4
COc1ccc(NC(=O)CS(=O)CC(=O)Nc2cc(Cl)ccc2OC)cc1 (stereo not drawn)	-14	?	?	-1.7	-4	nt	-0.3	6	-8
CCOC(=O)c1c(C)nc(SC)c(C#N)c1-c1ccccc1	10	1	-0.4	-1.7	13	nt	0.7	-5	-1
CC(C)(C)NC(=O)CSc1nc(O)cc(=O)n1-c1ccccc1F	6	5	0.1	-0.5	1	nt	-0.1	4	-2
COc1ccccc1NC(=O)CC1S/C(=N/N=C(\C)C2CCCCC2)NC1=O (stereo not drawn)	-2	4	0.4	-0.5	22	0.4	-0.5	6	-1
COc1ccc([N+](=O)[O-])c(O)c1C(C)=O	4	-6	0.1	-0.4	7	0.1	-1.2	-9	2
Cc1ccc(S(=O)(=O)NC(C(=O)N2CCOCCOCCOCCOCC2)c2ccccc2)cc1 (stereo not drawn)	-5	14	3.3	-0.1	13	0.7	-1.6	0	-1
O=C(N/C(=C\c1ccc(Cl)cc1)C(=O)N1CCCCC1)c1ccco1	11	-6	-1.7	-5.0	9	0.0	-0.1	-4	-1
CC(Sc1nnc2ccccn12)C(=O)N1CCc2ccccc2C1 (stereo not drawn)	6	-3	0.4	0.0	5	nt	0.0	-2	1
CCN(CC(=O)NCc1ccc(Cl)cc1)C(=O)/C=C/c1ccc(C#N)cc1	2	4	1.2	-2.1	-2	-9.0	-0.6	-7	-3

Compounds were not picked by outcome. About 2.3% of those tested had a hit in this group.
